Pf apPOL block – Pf-apPOL DNA polymerase inhibition | Recombinant Pf-apPOL, molecular beacon fluorescence, 1.5 h | inhibition, % at 10 µM | actives 0.25% (n = 210,000) | AID 1794808
mHTT CaM bind – mHTT-calmodulin interaction abrogation; actives 3.6% (n = 190,000); inhibition, % at 15 µM; P42858; AlphaScreen His-mHTT/GST-CaM binding, luminescence; AID 1671202;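 also: 0% = both proteins with DMSO and 100% = one protein alone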
Target sequence (P42858 whole entry, looked up, stated change not applied): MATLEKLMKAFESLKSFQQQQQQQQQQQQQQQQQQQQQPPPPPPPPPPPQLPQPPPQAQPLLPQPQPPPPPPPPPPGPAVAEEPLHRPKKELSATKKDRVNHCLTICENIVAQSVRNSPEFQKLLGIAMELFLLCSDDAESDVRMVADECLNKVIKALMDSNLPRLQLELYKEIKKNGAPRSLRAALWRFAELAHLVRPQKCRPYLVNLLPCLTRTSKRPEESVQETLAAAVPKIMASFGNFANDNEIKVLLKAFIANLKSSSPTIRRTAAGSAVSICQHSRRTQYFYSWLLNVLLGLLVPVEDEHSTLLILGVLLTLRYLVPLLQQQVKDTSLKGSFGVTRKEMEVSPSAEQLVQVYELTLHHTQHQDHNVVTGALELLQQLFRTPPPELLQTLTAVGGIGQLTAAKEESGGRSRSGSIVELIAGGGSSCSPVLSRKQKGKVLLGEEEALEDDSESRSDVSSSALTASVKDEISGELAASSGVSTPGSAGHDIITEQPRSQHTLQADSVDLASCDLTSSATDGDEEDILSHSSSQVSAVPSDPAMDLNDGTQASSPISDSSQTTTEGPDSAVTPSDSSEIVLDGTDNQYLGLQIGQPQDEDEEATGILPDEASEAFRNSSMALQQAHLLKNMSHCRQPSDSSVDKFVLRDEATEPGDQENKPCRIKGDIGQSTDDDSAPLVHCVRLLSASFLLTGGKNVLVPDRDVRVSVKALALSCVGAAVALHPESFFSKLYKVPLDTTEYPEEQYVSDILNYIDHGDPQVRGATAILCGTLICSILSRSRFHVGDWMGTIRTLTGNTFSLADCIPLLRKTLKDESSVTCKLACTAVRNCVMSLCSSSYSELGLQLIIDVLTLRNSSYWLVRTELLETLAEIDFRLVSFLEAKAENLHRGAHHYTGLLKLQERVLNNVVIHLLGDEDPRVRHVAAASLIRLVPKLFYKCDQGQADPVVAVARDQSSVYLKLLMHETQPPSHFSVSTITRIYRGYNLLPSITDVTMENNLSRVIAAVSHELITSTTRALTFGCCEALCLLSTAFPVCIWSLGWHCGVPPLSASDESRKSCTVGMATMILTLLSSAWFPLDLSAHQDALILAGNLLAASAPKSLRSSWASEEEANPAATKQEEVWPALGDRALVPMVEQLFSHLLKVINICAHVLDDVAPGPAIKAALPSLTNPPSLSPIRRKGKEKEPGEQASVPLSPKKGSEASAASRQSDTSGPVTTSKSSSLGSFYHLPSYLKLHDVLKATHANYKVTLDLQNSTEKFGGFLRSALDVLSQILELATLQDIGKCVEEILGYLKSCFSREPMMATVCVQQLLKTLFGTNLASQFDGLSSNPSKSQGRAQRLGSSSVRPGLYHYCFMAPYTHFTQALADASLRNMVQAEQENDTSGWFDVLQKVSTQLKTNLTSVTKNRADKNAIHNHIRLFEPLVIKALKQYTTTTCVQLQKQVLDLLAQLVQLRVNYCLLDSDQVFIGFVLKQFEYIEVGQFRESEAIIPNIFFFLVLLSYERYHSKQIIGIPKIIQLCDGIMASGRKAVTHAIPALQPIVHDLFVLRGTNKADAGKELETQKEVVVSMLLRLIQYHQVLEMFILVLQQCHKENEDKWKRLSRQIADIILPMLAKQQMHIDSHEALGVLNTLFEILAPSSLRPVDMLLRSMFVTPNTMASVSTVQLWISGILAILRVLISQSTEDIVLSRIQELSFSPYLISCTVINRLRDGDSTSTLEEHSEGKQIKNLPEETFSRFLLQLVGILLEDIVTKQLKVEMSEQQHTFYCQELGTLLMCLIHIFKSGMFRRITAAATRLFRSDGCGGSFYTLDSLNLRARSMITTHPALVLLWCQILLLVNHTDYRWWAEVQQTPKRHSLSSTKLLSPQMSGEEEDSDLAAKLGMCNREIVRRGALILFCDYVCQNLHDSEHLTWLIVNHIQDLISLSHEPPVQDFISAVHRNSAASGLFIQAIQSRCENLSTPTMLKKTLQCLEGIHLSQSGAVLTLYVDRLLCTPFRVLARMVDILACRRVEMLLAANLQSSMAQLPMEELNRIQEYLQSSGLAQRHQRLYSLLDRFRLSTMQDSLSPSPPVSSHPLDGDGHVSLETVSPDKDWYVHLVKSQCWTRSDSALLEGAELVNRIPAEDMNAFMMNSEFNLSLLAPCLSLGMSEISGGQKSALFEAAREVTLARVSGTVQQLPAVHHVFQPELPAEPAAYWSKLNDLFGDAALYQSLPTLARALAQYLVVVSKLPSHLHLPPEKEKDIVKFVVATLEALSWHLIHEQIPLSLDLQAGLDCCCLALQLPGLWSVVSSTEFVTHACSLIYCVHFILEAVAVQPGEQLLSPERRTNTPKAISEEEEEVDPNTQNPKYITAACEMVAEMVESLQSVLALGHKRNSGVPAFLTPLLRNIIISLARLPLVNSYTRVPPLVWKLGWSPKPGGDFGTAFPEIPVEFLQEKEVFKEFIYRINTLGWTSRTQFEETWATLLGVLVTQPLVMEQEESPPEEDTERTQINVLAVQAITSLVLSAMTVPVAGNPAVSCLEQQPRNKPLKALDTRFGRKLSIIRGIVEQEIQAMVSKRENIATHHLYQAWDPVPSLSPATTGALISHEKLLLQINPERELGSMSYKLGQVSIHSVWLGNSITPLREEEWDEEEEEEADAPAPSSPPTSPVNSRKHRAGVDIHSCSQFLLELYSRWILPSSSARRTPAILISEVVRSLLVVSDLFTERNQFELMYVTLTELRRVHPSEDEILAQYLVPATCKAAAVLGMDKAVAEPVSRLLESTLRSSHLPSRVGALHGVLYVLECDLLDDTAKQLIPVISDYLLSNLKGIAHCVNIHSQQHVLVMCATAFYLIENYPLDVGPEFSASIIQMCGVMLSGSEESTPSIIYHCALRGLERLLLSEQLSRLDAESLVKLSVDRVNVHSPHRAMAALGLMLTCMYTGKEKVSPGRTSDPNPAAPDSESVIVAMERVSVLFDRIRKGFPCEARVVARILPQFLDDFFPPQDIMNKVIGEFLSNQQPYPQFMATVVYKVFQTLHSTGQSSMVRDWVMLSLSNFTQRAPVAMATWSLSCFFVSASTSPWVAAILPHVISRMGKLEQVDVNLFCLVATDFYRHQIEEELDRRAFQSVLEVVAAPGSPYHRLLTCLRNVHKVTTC
An asterisk follows results filed as active; . = no result given; & = joins results of further samples. Rule as the data show it: active = inhibition above about 50%; inactive = the rest.

| molecule | Pf apPOL block | mHTT CaM bind |
| --- | --- | --- |
| Cc1cc([N+](=O)[O-])nn1CCCC(=O)Nc1ccc([N+](=O)[O-])cc1Cl | -4 | -5 |
| Cc1c(C(=O)O)c(-c2ccccc2)nn1-c1ccccc1 | -5 | 0 |
| COc1cc(C(=O)Nc2cccc(CCc3ccccn3)c2)cc(OC)c1OC | 1 | 6 |
| CC1(C)C(C=C(Cl)Cl)C1C(=O)Nc1ccc(Br)cc1 (stereo not drawn) | 0 | 53* |
| CC(=O)c1cccc(NC(=O)CN2CCN(c3ccc4c(c3)OCO4)C2=O)c1 | 3 | -6 |
| CCCN[C@@H]1C(=O)N2C(C(=O)OCCC)=C(C)CS[C@H]12 | -4 | 21 |
| COc1ccc(-n2nc3ccc(NC(=O)c4ccc(C)c([N+](=O)[O-])c4)cc3n2)cc1 | -5 | 5 |
| N#Cc1c(SCC(=O)c2ccccc2)nsc1SCC(=O)c1ccccc1 | -5 | . |
| O=C(CSc1nc2c(c(=O)n1-c1ccc([N+](=O)[O-])cc1)SCC2)Nc1ccccc1 | -8 | 6 |
| O=C(c1ccc(OCC2CCCN(C(=O)C3CCCC3)C2)cc1)N1CCCCC1 (stereo not drawn) | 96* | 4 |
| O=[N+]([O-])c1cccc(S(=O)(=O)Nc2cc(Cl)cc(Cl)c2)c1 | -8 | 13 |
| CCN(CC)S(=O)(=O)c1ccc(NC(=O)c2ccc([N+](=O)[O-])cc2)cc1 | 1 | 7 |

The results go on:
| molecule | Pf apPOL block | mHTT CaM bind |
| --- | --- | --- |
| CCn1c(SCC(=O)Nc2ccccc2C(F)(F)F)nc2c(c1=O)SC(C)C2 (stereo not drawn) | 0 | 0 |
| CCC(=O)Nc1nc(-c2ccc(OC)c(Br)c2)cs1 | 0 | 2 |
| COc1cccc(NC2=C(N(C)C)C(=O)c3ccccc3C2=O)c1 | 1 | 58* |
| O[C@H]1CN(Cc2cccs2)[C@@H](c2ccccc2)C[C@@H]1n1cc(C2CC2)nn1 | -3 | 18 |
| COc1cccc(C(=O)NCCOc2cccc(C(F)(F)F)c2)c1OC | -4 | -15 |
| COc1cc(OC)c(OC)cc1/C=C1\N=C(c2ccccc2)OC1=O | -1 | 0 |
| CCOc1ccc(NC(=O)N2CCCC2c2ccccc2Cl)cc1 (stereo not drawn) | 0 | -1 |
| O=C(NCC(O)C1CCCCC1)c1ccc2c(c1)OCO2 (stereo not drawn) | 0&-8 | -6&-15 |
| COc1ccc(S(=O)(=O)NC(CC(=O)NCc2cccnc2)c2ccco2)cc1 (stereo not drawn) | -4 | -7 |
| COc1ccc(C2C(C(=O)NCCN(C)C)c3cc(OC)c(OC)cc3C(=O)N2C)cc1OC (stereo not drawn) | -3 | 6 |
| COc1ccc(N2C(=O)CSC2c2cccc(OC)c2OC)cc1 (stereo not drawn) | -1 | -2 |
| COc1cccc2sc(N(C)CC(=O)Nc3cccc(NS(C)(=O)=O)c3)nc12 | -8 | -1 |

(continued)
| molecule | Pf apPOL block | mHTT CaM bind |
| --- | --- | --- |
| O=C(NCCN1CCN(C(=O)c2cccc(Br)c2)CC1)C(=O)Nc1ccc(F)cc1 | -3 | 21 |
| CCOc1ccc(C(=O)N2CCC3(CC2)NC(=O)c2ccc(Cl)cc2N3)cc1 | -2 | -3 |
| CCCCNC(=O)c1c[nH]c2ccc(S(=O)(=O)N3CCc4ccccc4C3)cc2c1=O | 0 | 1 |
| CCN(CC)c1ccc(C2C(C#N)=C(C)NC3=C2C(=O)CC(c2ccccc2)C3)cc1 (stereo not drawn) | 1 | 24 |
| NC(=Nc1nc2ccccc2o1)NC(=O)c1ccccc1 | 3 | 0 |
| COc1cccc(N2C(=O)C3CCCN3C2c2ccc(Cl)cc2)c1 (stereo not drawn) | 2 | 2 |
| COc1ccc(CCN(Cc2ccccn2)S(=O)(=O)c2ccc(Cl)cc2)cc1OC | -12 | 17 |
| CCOC(=O)C1CCN(C(=O)c2snc3c(=O)n(CC(C)C)c(=O)[nH]c23)CC1 | -4 | -10 |
| Cn1cc(CC(=O)Nc2cccc(C(F)(F)F)c2)c2ccccc21 | -9 | 14 |
| CC(=O)NCc1csc(C2CCCN(S(=O)(=O)c3ccccc3Cl)C2)n1 (stereo not drawn) | -2 | 3 |
| CCOc1ccccc1CN1CCC(c2nc3cccnc3n2C)C1 (stereo not drawn) | -5 | 6 |
| CCOc1cc(C2C(C#N)=C(N)Oc3cc(C)oc(=O)c32)cc([N+](=O)[O-])c1O (stereo not drawn) | -8 | 6 |

Carrying on.
| molecule | Pf apPOL block | mHTT CaM bind |
| --- | --- | --- |
| O=C(Nc1ccc(F)c(Cl)c1)c1noc2c1CCCC2 | -6 | -3 |
| CC1CCCCN1C(=O)c1cn(C)c(=O)c2c1c1ccccc1n2C (stereo not drawn) | -2 | 1 |
| COc1ccccc1N=c1scc(-c2ccc(S(=O)(=O)N3CCCC3)cc2)n1C | -1 | 46 |
| COc1ccc2cc(C(=O)O)sc(=O)c2c1OC | 3 | -5 |
| CCn1c(CC2CCN(C(=O)CC(C)C)C2)nc2cccnc21 (stereo not drawn) | -5 | -4 |
| O=C(CSc1nnc(-c2cccnc2)o1)Nc1cccc(C(F)(F)F)c1 | -2 | -6 |
| O=C(NCc1ccccc1)c1cc2nc(-c3ccc([N+](=O)[O-])cc3)cc(C(F)(F)F)n2n1 | 0 | 7 |
| COc1ccccc1OCC(=O)NC1CC(=O)N(c2ccc(C)c(C)c2)C1 (stereo not drawn) | -13 | -2 |
| CCCCOc1ccc(NC(=O)NC2(c3ccccc3)CC2)cc1 | -1 | 5 |
| Cc1c(Cl)c([N+](=O)[O-])nn1CCCC(=O)Nc1cccc(Cl)c1 | 0 | 5 |
| Cn1cc([N+](=O)[O-])c(C(=O)Nc2ccc(C3CCCCC3)cc2)n1 | 4 | -1 |
| Cc1occc1C(=O)Nc1ccc(Oc2ccccc2)cc1 | -2 | 1 |

(more compounds)
| molecule | Pf apPOL block | mHTT CaM bind |
| --- | --- | --- |
| CCN(CC)c1ncc2c(n1)CCC(C(=O)Nc1ccc(C(=O)OC)cc1)C2 (stereo not drawn) | -5 | 5 |
| Nc1cc(N)nc(SCC(=O)Nc2nonc2N)n1 | -3 | -3 |
| O=c1nc2n(-c3ccc(Cl)cc3)c3ccc([N+](=O)[O-])cc3cc-2c(=O)[nH]1 | 0 | 25 |
| Cc1ccc(-n2ncc3c(=O)[nH]c(SC(C)C)nc32)cc1 | -1 | 10 |
| COc1ccccc1-c1nc(C2CCCN(C(=O)c3cccc(C(F)(F)F)c3)C2)no1 (stereo not drawn) | -4 | 13 |
| CCOC(=O)CC1(NC(=O)N2CCCC2c2cc(C)on2)CCCCC1 (stereo not drawn) | -1 | 7 |
| CCCCCCN1C[C@@H](n2cc(-c3ccc(F)cc3)nn2)[C@H](O)C[C@@H]1c1ccccc1 | 2 | 22 |
| Cc1ccc(S(=O)(=O)N2CCC(n3c(-c4ccco4)nc4cccnc43)C2)cc1 (stereo not drawn) | -4 | 14 |
| CC(=O)Nc1ccc(-c2noc(C3CCCN(C(=O)Cc4c[nH]c5ccccc45)C3)n2)cc1 (stereo not drawn) | -3 | 48 |
| CC1(C)NC(=O)N(CC(O)CN(c2ccccc2)S(=O)(=O)c2ccccc2[N+](=O)[O-])C1=O (stereo not drawn) | -6 | 2 |
| COc1ccc(C(=O)N2CCN(c3ccc(Cl)cc3C)C(=O)C2C)cc1 (stereo not drawn) | -3 | -3 |
| CCn1c2ccccc2c2cc(C3Oc4ccccc4C4CC(c5ccccc5)=NN43)ccc21 (stereo not drawn) | . | 36 |

(further entries)
| molecule | Pf apPOL block | mHTT CaM bind |
| --- | --- | --- |
| COc1ccc(CNC(=O)C(=O)Nc2ccccc2F)cc1 | -4 | -7 |
| O=C(O)[C@@H]1CSC(c2coc3ccccc3c2=O)N1 (stereo partly drawn) | . | -1 |
| Cc1c(Cl)c([N+](=O)[O-])nn1CC(=O)NC1=C(C#N)CCC1 | -2 | 3 |
| COc1ccc(C(=CCl)c2ccc(OC)c(Br)c2)cc1Br | . | -65 |
| CCOc1ccc(CCNC(=O)C2CCC(=O)N2C2CCCC2)cc1OCC (stereo not drawn) | -10 | 3 |
| COc1nccc(N2CCC(CC(=O)NCc3ccc(OC)c(OC)c3)CC2)n1 | 2 | 5 |
| O=C(c1ccc(F)c(F)c1)N1CCC2(CC1)NC(=O)N(Cc1ccccc1)C2=O | -5 | 5 |
| N#Cc1c(-n2ncnc2-c2ccc([N+](=O)[O-])cc2)sc2c1CCCC2 | -1 | 13 |
| Brc1ccc(OCC2CN3CCOB(OCC3)O2)cc1 (stereo not drawn) | -10 | -12 |
| Cc1ccc(NC(=O)CC2SC(=N)NC2=O)c(C)c1 (stereo not drawn) | -4 | -4 |
| O=C(NCC#CCN1CCc2ccccc2C1)c1ccc2nsnc2c1 | 2 | 24 |
| COCCn1c(=N)c(C(=O)NCc2cccnc2)cc2c(=O)n3cccc(C)c3nc21 | -10 | -2 |

Next structures follow:
| molecule | Pf apPOL block | mHTT CaM bind |
| --- | --- | --- |
| O=C(NC1CCCCCCC1)c1cccs1 | -1 | -9 |
| COc1ccc2c(c1OC)C(=O)OC2CC(=O)c1cc(O)cc(O)c1 (stereo not drawn) | 13 | -1 |
| O=C(CC1C(=O)NCCN1C(=S)NC(=O)C1CC1)OCC1CCCO1 (stereo not drawn) | -2 | -2 |
| COc1cccc(-c2nc3cc(NC(=O)c4cccnc4)ccc3o2)c1 | 1 | 44 |
| O=C(c1ccc(OCC2CCCN(C(=O)c3ccccc3)C2)cc1)N1CCCCC1 (stereo not drawn) | 12 | 10 |
| CCOc1cc(S(=O)(=O)Nc2ncccc2C)ccc1Br | -8 | -4 |
| O=C1OC(c2ccccc2F)=N/C1=C/c1c2ccccc2cc2ccccc12 | . | 0 |
| C[C@@H]1COc2cccc(N3CCCCC3)c2S(=O)(=O)N1 | -4 | -7 |
| CCOc1ccccc1CNC(=O)c1ccc(-n2nc(C)cc2C)nc1 | -4 | -10 |
| Cc1ccc(Cl)cc1NC(=O)Cn1[nH]c2c(cnc3ccc(Cl)cc32)c1=O | -4 | 15 |
| O=C(NCc1ccccc1F)C1CC(=O)N(Cc2cccc(Br)c2)C1 (stereo not drawn) | -7 | 18 |
| Oc1cccc(/C=C/c2ccc3cccc(O)c3n2)c1 | 1 | 49 |

Continuation:
| molecule | Pf apPOL block | mHTT CaM bind |
| --- | --- | --- |
| O=C(NNS(=O)(=O)c1cc(Cl)c(Cl)cc1Cl)c1cccnc1 | 0&-15 | . |
| CCOc1ccccc1NC(=O)c1ccc(F)cc1 | 0 | -10 |
| CCOc1ccc2ncc(C#N)c(N3CCC(C(=O)N4CCCCC4)CC3)c2c1 | -12 | 1 |
| O=C(CC1CCN(C(=O)c2ccccc2)CC1)NC1CC1 | -6 | 3 |
| Nc1cc(-c2cccc(C(F)(F)F)c2)[nH]n1 | -9 | . |
| CCCN1CCN(C(=O)CCCN2C(=O)CCn3nc(C)cc32)CC1 | -3 | 1 |
| CCC(=O)NC(c1ccccc1OC)c1cc(Cl)c2cccnc2c1O (stereo not drawn) | 2&1 | 87* |
| Cc1nc(C)c(-c2ccnc(-c3ccc(Cl)cc3)n2)s1 | -8 | . |
| CCOC(=O)c1[nH]c2ccccc2c1NC(=O)C1(c2ccc(Cl)cc2)CCCC1 | 1 | -2 |
| Cc1ccc(C(=O)N2CCC(CCNS(=O)(=O)c3c(C)noc3C)CC2)cc1 | -1 | 62* |
| Cn1nc(COCc2ccccc2F)c2c1CCN(C(=O)Nc1ccc(Cl)cc1)C2 | 0 | 21 |
| N#C/C(=C\c1ccc(N2CCOCC2)cc1)c1nc2ccccc2[nH]1 | -4 | 11 |

New compounds follow.
| molecule | Pf apPOL block | mHTT CaM bind |
| --- | --- | --- |
| CCCCCN(CCCCC)c1nc2c(c(=O)[nH]c(=O)n2C)n1C | . | 6 |
| COc1ccc(-c2cn3ccn(-c4cccc(Cl)c4)c(=O)c3n2)cc1 | 0 | -2 |
| O=[N+]([O-])c1ccc(S(=O)(=O)NCCc2ccc(F)cc2)cc1 | -2 | -1 |
| Cc1cc(C2C(C#N)=C(N)N(c3cc([N+](=O)[O-])ccc3Cl)C3=C2C(=O)CCC3)c(C)s1 (stereo not drawn) | 0 | 47 |
| CN(C)c1ccc(-c2nc3n(n2)C(c2ccc(Cl)cc2)C2=C(CCCC2=O)N3)cc1 (stereo not drawn) | -2 | 45 |
| CCN(CC)S(=O)(=O)c1ccc2oc(C(=O)NC3CCC(C)CC3)c(C)c2c1 (stereo not drawn) | 6 | -10 |
| Cn1c(=O)c2ccnn2c2ccc(C(=O)NCc3ccccc3C(F)(F)F)cc21 | 0 | -5 |
| Cc1ccc(C2OCC3(CO2)SC(=O)NC3=O)cc1 (stereo not drawn) | -4 | -5 |
| COc1ccc(CNC(=O)c2cc3n(n2)CCCN(Cc2ccccc2)C3=O)cc1 | 2 | -11 |
| CCc1ccc(C(=O)NCCNc2ccc(C)nn2)cc1 | -9 | -12 |
| Cc1cc(C(=O)Nc2ccc(S(=O)(=O)Nc3ncccn3)cc2)ccc1[N+](=O)[O-] | 2 | -2 |
| COCc1[nH]nc2c1C(c1ccc(SC)cc1)C(C#N)=C(N)O2 (stereo not drawn) | -7 | 6 |

The list continues:
| molecule | Pf apPOL block | mHTT CaM bind |
| --- | --- | --- |
| CCOc1ccc(NC(=O)c2cc3cc(OC)ccc3oc2=O)cc1 | -4 | 8 |
| CSc1nc2ccc(NC(=O)c3cc(=O)c4ccccc4o3)cc2s1 | 5 | -5 |
| COc1ccc(CN2CCSCC2)cc1O | -8 | 2 |
| Cc1cc(-c2nnc(-c3ccco3)o2)ccc1[N+](=O)[O-] | 25 | 4 |
| Cc1sc(NC(=O)c2c(F)c(F)c(F)c(F)c2F)c(C(N)=O)c1C | 1 | -4 |
| COc1ccc(S(=O)(=O)N2CCC(Oc3ccc(-n4cnnn4)cc3)CC2)cc1OC | -11 | 1 |

High-throughput results: PubChem BioAssay, University of Kansas High Throughput Screening Laboratory
